P. falciparum M17LAP: P. falciparum M17LAP inhibitors, primary screen, biochemical, fluorogenic H-Leu-NHMec substrate, 1536-well (AID 1619). recombinant M17LAP, H-Leu-NHMec fluorogenic kinetic assay; higher % means a stronger effect. one-dose inhibition, % at 30 µM; IC50 in µM for titrated hits. 220,000 tested, 0.38% active. Leucine aminopeptidase (Plasmodium falciparum (isolate 3D7));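 active means compound inhibiting the enzyme by more than half at any dose during confirmatory dose-response retesting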;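 further: plate controls were full reaction with DMSO carrier for no effect and no enzyme background for full effect; strong numbers were not always called active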
HEK293 NOD2/NF-kB: NOD2 signaling inhibitors, cell-based, luminescence, uHTS, HEK293 (AID 1566) | HEK293 NOD2/NF-kB luciferase reporter, luminescence; higher % means a stronger effect | one-dose inhibition, % at 4 µM; EC50 in µM for titrated hits | 290,000 tested, 0.63% active; further: many of its hits are not listed in these tables
KOR beta-arrestin-1: KOR agonists, beta-arrestin recruitment, primary screen, cell-based, luminescence, uHTS (AID 1777); Kappa-type opioid receptor (Homo sapiens); KOR beta-arrestin recruitment, luminescence; higher % means a stronger effect; 280,000 tested, 0.02% active; activation, % at 10 µM, or EC50 in µM where a hit was titrated; in the data active means activation above about 50%, passing the limit was not always enough; further: a part of the inactive calls stands beside numbers as strong as those of hits
GPR55 beta-arrestin: GPR55 agonists via beta-arrestin recruitment, primary screen, imaging, U2OS cells, beta-arrestin-GFP redistribution (AID 1961) | one-dose activation, % at 10 µM; EC50 in µM for titrated hits | U2OS GPR55 beta-arrestin-GFP redistribution imaging; higher % means a stronger effect | 290,000 tested, 0.048% active;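 active means activation above 40% with more than 50 cells counted in the well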;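 further: U2OS osteosarcoma cells stably expressing GPR55 and beta-arrestin-GFP; plate controls were DMSO negative control for no effect and LPI positive control for full effect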
Dynein cargo inh: inhibitors of GR-EGFP nuclear translocation, primary screen, dynein cargo transport inhibitor project, imaging, high-content, 3617.4 mouse cells; 220,000 tested, 0.47% active; z-score, hits read low; test concentration mostly 20 µM; stimulated with dexamethasone, 1 µM; stronger effect = lower value;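 active means plate z-score of nuclear minus cytoplasmic receptor signal below a set negative limit, without overly bright fluorescence or cell loss, cut at about -3.5 in these data, passing the limit was not always enough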;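 further: z-score of nuclear minus cytoplasmic ring GR-EGFP intensity difference per well; some compounds called inactive have numbers as strong as hits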
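Buffer or medium – tet-free medium with charcoal-stripped serum · Signal – automated 10x imaging of fixed Hoechst-stained cells · Also added – dexamethasone agonist, 1.0 µM final, for 30 min · Incubation – induction 48 h, compound 1 h, agonist 30 min · Read-out – GR-EGFP nuclear translocation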
KOR beta-arrestin-2: KOR antagonists, beta-arrestin recruitment, cell-based, luminescence, uHTS (AID 1778); 290,000 tested, 0.091% active; KOR beta-arrestin recruitment, luminescence, antagonist mode; higher % means a stronger effect; inhibition, % at 10 µM; hits with a dose series show IC50 in µM; further: strong numbers were not always called active
P. falciparum M1AAP: P. falciparum M1AAP inhibitors, biochemical, fluorogenic H-Leu-NHMec substrate, 1536-well (AID 1445); recombinant M1AAP, H-Leu-NHMec fluorogenic kinetic assay; higher % means a stronger effect; Aminopeptidase N (Plasmodium falciparum (isolate 3D7)); one-dose inhibition, % at 30 µM; IC50 in µM for titrated hits; 220,000 tested, 0.42% active;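 active means primary inhibition above the hit cutoff, then over 50% inhibition at one or more dose response concentrations, cut at about 23% in these data, passing the limit was not always enough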;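 further: plate controls were DMSO full reaction for no effect and no enzyme background for full effect; strong numbers were not always called active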
AID2073: inhibitors of Mint1-CaV2.2 protein interaction, biochemical, HTRF (AID 2073); HTRF protein-protein interaction, Mint1-CaV2.2; higher % means a stronger effect; one-dose inhibition, % at 20 µM; IC50 in µM for titrated hits; 290,000 tested, 0.19% active; in the data active means inhibition mostly above about 51%, no sharp cut-off; further: some results filed as inactive read as strong as hits
NOD1 NF-kB reporter: NOD1 signaling inhibitors, primary screen, cell-based, luminescence, uHTS (AID 1578); NOD1-driven NF-kB luciferase reporter cells, luminescence; higher % means a stronger effect; one-dose inhibition, % at 4 µM; EC50 in µM for titrated hits; 290,000 tested, 1% active; in the data active means inhibition mostly above about 36%, no sharp cut-off; inactive means mostly below about 34%;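 further: HEK-293T reporter cells stimulated with the NOD1 agonist gamma-tri-DAP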
Dynein cargo inh cytoplasmic EGFP: also measured in Dynein cargo inh; calls as there; z-score; measured here: cytoplasmic GR-EGFP intensity; stronger effect = higher value
Dynein cargo inh nuclear GR-EGFP: recorded beside Dynein cargo inh, whose call it bears; z-score; measured here: nuclear GR-EGFP intensity;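 lower value marks the stronger effect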
Dynein cargo inh cell count: recorded beside Dynein cargo inh, whose call it bears; z-score; measured here: cell count per field
* hit, by the source's call; . = not tested or not shown; [ ] = another dose, or the depositor's remark. Unless noted, no stated cut-off is given here; in the data, active means inhibition above about 50%; inactive means the rest. The list is partial; rates above refer to the full screens.

SMILES	P. falciparum M17LAP	HEK293 NOD2/NF-kB	KOR beta-arrestin-1	GPR55 beta-arrestin	Dynein cargo inh	Dynein cargo inh cytoplasmic EGFP	Dynein cargo inh nuclear GR-EGFP	Dynein cargo inh cell count	KOR beta-arrestin-2	P. falciparum M1AAP	AID2073	NOD1 NF-kB reporter
Cc1ccccc1CN1CCN(CC(=O)NCc2ccccn2)C1=O	2%	28%	-3.9%	1.5%	0.39	-0.19	0.21	-0.29	-30%	8%	6%	-4%
Cc1ccc(NC(=O)CCNS(=O)(=O)c2ccc3c(c2)CCC(=O)N3)c(Br)c1	.	15%	-4.8%	-0.1%	.	.	.	.	-2%[20 µM]	.	7%	-14%
Cc1ccc(CNc2ccc3c(c2)ncn3C(C)C)cc1	-5%	-68%	1.2%	0.2%	-0.23	-0.13	0.27	0.49	19%	9%	-23%	-4%
CCC(=O)N1CCc2cc(S(=O)(=O)NCCC(=O)NC3CCCc4ccccc43)ccc21 (stereo not drawn)	-12%	2%	-1.2%	0.0%	-1.2	-0.42	-0.46	0.91	-9%	3%	30%	-19%
CNC(=O)c1ccc(Nc2nnc(-c3ccc(C(N)=O)cc3)c3ccccc23)cc1	.	-8%	-2.0%	0.0%	.	.	.	.	-18%	.	-2%	-10%
Cc1ccc(NC(=S)N2CCN(S(C)(=O)=O)CC2)cc1	.	-8%	0.4%	-0.1%	.	.	.	.	10%	.	-5%	-36%
Cc1ccc(Cl)cc1NC(=S)N(CCCN1CCOCC1)Cc1ccco1	-3%	-2%	-1.6%	0.0%	2.1	-0.31	1.2	-1.2	4%	-5%	-13%	-24%
COC(=O)CNC(=O)c1ccc(F)cc1	6%	-14%	-0.5%	-0.2%	0.013	-0.083	0.41	0.066	-52%	1%	7%	-12%
CSc1cccc(NC(=O)CCNS(=O)(=O)c2ccc3[nH]c(=O)oc3c2)c1	.	7%	12%	-0.4%	.	.	.	.	-16%	.	0%	-2%
C/C(=N\NC(=O)c1c(C)nc2ccccn12)c1ccc(N2CCOCC2)cc1	3%	1%	8.9%	-0.3%	-0.7	-0.29	-0.028	0.66	-38%	10%	-8%	-50%
CCc1nnc(NC(=O)CN2CCN(C(=O)c3ccccc3)CC2)s1	6%	29%	.	-0.1%	0.15	-0.23	-0.0051	0.13	-14%[20 µM]	5%	6%	-28%
COc1c(C)cc(Br)cc1C(=O)O	-3%	-3%	-5.2%	0.5%	-0.12	-0.24	-0.12	1	5%	3%	8%	5%
CSc1nc(-c2ccc(Cl)cc2)nn1S(=O)(=O)c1ccccc1	6%	6%	2.1%	0.3%	0.22	-0.27	0.38	-0.22	1%	2%	9%	-25%
CCOC(=O)c1cnc(SC2CC(=O)N(c3ccc(OC)c(OC)c3)C2=O)nc1N (stereo not drawn)	7%	6%	-3.2%	-0.2%	-0.081	-0.14	-0.39	-0.73	0%	7%	-8%	2%
O=C(Cn1nnc2ccccc2c1=O)NC1CCCc2ccccc21 (stereo not drawn)	-2%	-2%	0.6%	0.6%	-0.65	-0.25	-0.12	-0.17	21%	-8%	-11%	-17%
O=C(Nc1ccccc1C(F)(F)F)NC1CCCCCCC1	-4%	11%	6.9%	-0.2%	-0.65	0.13	-0.065	0.26	6%	4%	6%	11%
Cc1cc(C)n(CC(=O)n2c(C)c(C)c3ccccc32)n1	14%	12%	4.2%	0.6%	-0.59	-0.27	-0.32	-0.032	-33%	0%	8%	-21%
Cc1c(NC(=S)NC(=O)c2ccccc2Cl)c(=O)n(-c2ccccc2)n1C	.	-5%	1.5%	-0.3%	.	.	.	.	-64%[20 µM]	.	-3%	-35%
COc1cc(-c2nnc(COC(=O)c3cc(C)nc4ccc(C)cc34)o2)cc(OC)c1OC	1%	6%	-0.7%	-0.1%	-0.2	-0.25	-0.11	2.6	-12%	10%	14%	-24%
O=C1C=C(O)CC(c2ccc(Cl)c(Cl)c2)C1 (stereo not drawn)	30%	13%	-1.9%	-0.1%	0.21	0.23	0.77	-0.36	19%	0%	-12%	-27%
CC(C)(C)C(=O)OCc1cn(-c2ccccc2)nn1	7%	-6%	-3.4%	0.3%	0.041	-0.19	-0.17	-0.058	19%	3%	2%	-38%
c1ccc(OCc2nn3c(Cn4nnc5ccccc54)nnc3s2)cc1	10%	4%	2.2%	-0.1%	0.56	-0.2	0.45	0.19	-22%	2%	21%	-2%
[2H]C(CCOS(N)(=O)=O)c1ccc(C(C)(C)C)cc1 (stereo not drawn)	.	24%	3.0%	-0.1%	.	.	.	.	-36%[20 µM]	.	1%	33%
CN(C)CCCC1(O)c2ccccc2CCc2ccccc21	0%	21%	-7.5%	0.3%	-0.9	-0.29	-0.64	0.75	-21%	1%	-4%	-21%
Cc1cc(C(=O)N/N=C/c2ccc[nH]2)no1	42%	11%	0.1%	0.0%	1.7	-0.24	0.52	-1.3	-42%	6%	11%	2%

Next part
SMILES	P. falciparum M17LAP	HEK293 NOD2/NF-kB	KOR beta-arrestin-1	GPR55 beta-arrestin	Dynein cargo inh	Dynein cargo inh cytoplasmic EGFP	Dynein cargo inh nuclear GR-EGFP	Dynein cargo inh cell count	KOR beta-arrestin-2	P. falciparum M1AAP	AID2073	NOD1 NF-kB reporter
CCOc1ccc(CCNC(=O)c2cc(C)on2)cc1OCC	.	3%	-2.2%	-0.1%	.	.	.	.	-2%	.	-6%	-25%
Cc1ccc(COc2ccc(C)nc2[N+](=O)[O-])cc1	-2%	-145%	-3.1%	-0.1%	-0.54	-0.28	-0.67	1	8%	-3%	-4%	-2%
CCOC(=O)N1CCN(CC(O)COc2ccc3c(c2)CCC3)CC1 (stereo not drawn)	.	-3%	5.1%	0.9%	.	.	.	.	-31%	.	-4%	-28%
COc1cc(OC)c(NC(=O)C2CCN(S(=O)(=O)c3ccc4c(c3)CC(C)N4C(C)=O)CC2)cc1Cl (stereo not drawn)	.	17%	1.0%	-0.1%	.	.	.	.	-27%	.	-6%	-6%
Cn1c(=N)n(CC(=O)C(C)(C)C)c2ccccc21	-6%	10%	-1.9%	0.2%	-0.46	-0.13	-0.38	-0.35	-12%	9%	-1%	9%
c1ccc(C2Nc3cccc4cccc(c34)N2)cc1	.	9%	-5.0%	-0.4%	.	.	.	.	-38%[20 µM]	.	-51%	-14%
Cc1ccc(S(=O)(=O)N2CCC(C(=O)N3Cc4ccccc4C3)CC2)cc1	1%	15%	-4.8%	0.2%	-1.1	-0.2	-0.65	1.1	-4%	12%	8%	7%
COc1ccc(/C(C)=N/OCC(=O)N=Nc2c(O)[nH]c3ccc(Br)cc23)cc1	-21%	6%	5.6%	-0.4%	-0.25	-0.21	-0.15	-0.53	-21%	2%	2%	10%
Cc1cc(C)c(S(=O)(=O)n2c([N+](=O)[O-])cnc2C)cc1C	16%	3%	0.5%	0.2%	0.91	-0.19	0.96	-1	-9%	0%	6%	-6%
COC(=O)COc1ccc2oc(=O)cc(-c3cc4cccc(OC)c4o3)c2c1	.	14%	1.6%	-0.2%	.	.	.	.	-28%	.	33%	-26%
CCSc1nc2ccccc2n1CC(=O)N1CCCCC1	-8%	9%	.	0.4%	-0.49	-0.2	-0.066	0.67	.	-4%	6%	15%
COC(=O)c1cccc(S(=O)(=O)N2CCC(NC(=O)Nc3cccc(F)c3)CC2)c1	-4%	-9%	-3.6%	0.2%	-0.57	-0.18	-0.01	0.15	-20%	6%	0%	-4%
CCOC(=O)c1ccc(OCC(=O)c2ccc(O)cc2O)cc1	14%	-39%	2.8%	-0.2%	-0.46	-0.14	-0.32	0.43	-3%	9%	2%	-36%
Cc1ccc(OCCn2cc(Br)c(=O)[nH]c2=O)cc1	12%	3%	-4.5%	-0.1%	-0.42	-0.21	-0.36	1.4	-12%	8%	-4%	9%
O=Cc1ccc(OCC(=O)N2CCOCC2)cc1	-3%	16%	-2.8%	0.5%	0.31	-0.29	0.41	-0.0029	7%	-2%	0%	-10%

No new results follow: ten of the compounds above.
SMILES	P. falciparum M17LAP	HEK293 NOD2/NF-kB	KOR beta-arrestin-1	GPR55 beta-arrestin	Dynein cargo inh	Dynein cargo inh cytoplasmic EGFP	Dynein cargo inh nuclear GR-EGFP	Dynein cargo inh cell count	KOR beta-arrestin-2	P. falciparum M1AAP	AID2073	NOD1 NF-kB reporter
CCOc1ccc(CCNC(=O)c2cc(C)on2)cc1OCC	.	3%	-2.2%	-0.1%	.	.	.	.	-2%	.	-6%	-25%
Cc1ccc(COc2ccc(C)nc2[N+](=O)[O-])cc1	-2%	-145%	-3.1%	-0.1%	-0.54	-0.28	-0.67	1	8%	-3%	-4%	-2%
CCOC(=O)N1CCN(CC(O)COc2ccc3c(c2)CCC3)CC1 (stereo not drawn)	.	-3%	5.1%	0.9%	.	.	.	.	-31%	.	-4%	-28%
COc1cc(OC)c(NC(=O)C2CCN(S(=O)(=O)c3ccc4c(c3)CC(C)N4C(C)=O)CC2)cc1Cl (stereo not drawn)	.	17%	1.0%	-0.1%	.	.	.	.	-27%	.	-6%	-6%
Cn1c(=N)n(CC(=O)C(C)(C)C)c2ccccc21	-6%	10%	-1.9%	0.2%	-0.46	-0.13	-0.38	-0.35	-12%	9%	-1%	9%
c1ccc(C2Nc3cccc4cccc(c34)N2)cc1	.	9%	-5.0%	-0.4%	.	.	.	.	-38%[20 µM]	.	-51%	-14%
Cc1ccc(S(=O)(=O)N2CCC(C(=O)N3Cc4ccccc4C3)CC2)cc1	1%	15%	-4.8%	0.2%	-1.1	-0.2	-0.65	1.1	-4%	12%	8%	7%
COc1ccc(/C(C)=N/OCC(=O)N=Nc2c(O)[nH]c3ccc(Br)cc23)cc1	-21%	6%	5.6%	-0.4%	-0.25	-0.21	-0.15	-0.53	-21%	2%	2%	10%
Cc1cc(C)c(S(=O)(=O)n2c([N+](=O)[O-])cnc2C)cc1C	16%	3%	0.5%	0.2%	0.91	-0.19	0.96	-1	-9%	0%	6%	-6%
COC(=O)COc1ccc2oc(=O)cc(-c3cc4cccc(OC)c4o3)c2c1	.	14%	1.6%	-0.2%	.	.	.	.	-28%	.	33%	-26%

Screens: PubChem, several laboratories
